# Source: PubChem BioAssay (National Center for Advancing Translational Sciences (NCATS))
# Rab9 promoter act = qHTS Assay for Rab9 Promoter Activators | Huh7 Rab9 promoter-luciferase reporter, luminescence, 24 h | Potency, µM (doses to about 9.22 µM), for the others: at the top dose activation, negative = inhibition, usual class: activators | actives 2.8% (n = 320,000); note: potency is the fitted concentration of half-maximal effect; % of control where 0% means no effect; nearly all actives have a fitted effect of over 60% in size
#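 Steps: seed 1500 Huh7 Rab9-luc cells per well, rest 2 h at 37 °C; add compound in DMSO; incubate 24 h; add luciferase reagent, 10 min ambient; read luminescence.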
# ELG1 repair inh = qHTS screen for small molecules that inhibit ELG1-dependent DNA repair in human embryonic kidney (HEK293T) cells expressing luciferase-tagged ELG1; actives 2.3% (n = 330,000); AID 504467, 2011; Potency, µM (top dose mostly 46.1 µM), inactives show at the top dose activity change, negative = inhibition, hits mostly inhibitors; HEK293T ELG1-luciferase reporter, luminescence, 16 h; DNA damage induced by 5-fluorouridine; note: potency is the fitted concentration of half-maximal effect; % is set by controls: 0 for no effect and ±100 for the full control effect; nearly all actives have a fitted effect of over 55% in size
#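 In this reporter screen, reduction of luminescence relative to DMSO vehicle indicated activity. Compounds and 5-fluorouridine were added together to 2,000 cells per well, incubated for 16 hr at 37 °C, then developed with ONE-Glo.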
# BRCA1 expr act = qHTS Assay to Identify Small Molecule Activators of BRCA1 Expression; MCF7-BRCA1-FFLuc reporter, luminescence, 48 h; response scale: scaled: vehicle 0%, 10 µM genistein 100%; Potency, µM (doses to about 46.1 µM), for inactives: at the top dose activation, hits mostly activators; actives 1.1% (n = 380,000); AID 624202, 2012; note: potency is the fitted concentration of half-maximal effect; nearly all actives have a fitted effect of over 80% in size; some results filed as inactive show a strong effect at the top dose
#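 Compounds are tested at multiple concentrations on MCF7 BRCA1-luciferase reporter cells seeded at 2000 per well; after 48 h, a single luminescence end-point is taken and curves fitted to the normalized data.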
# RORgamma inh = qHTS for inhibitors of ROR gamma transcriptional activity | Drosophila S2 Gal4-RORgamma UAS-luciferase reporter, 20 h | Potency, µM (highest dose often 53.6 µM), inactives show at the highest dose activity change, negative = inhibition, hits mostly inhibitors | actives 5.4% (n = 310,000) | AID 2551, 2010 | Nuclear receptor ROR-gamma (Mus musculus), P51450; note: potency is the fitted concentration of half-maximal effect; % is set by controls: 0 for no effect and ±100 for the full control effect; nearly all actives have a fitted effect of over 60% in size
# Target sequence (P51450 whole entry, looked up, the tested form may be a part): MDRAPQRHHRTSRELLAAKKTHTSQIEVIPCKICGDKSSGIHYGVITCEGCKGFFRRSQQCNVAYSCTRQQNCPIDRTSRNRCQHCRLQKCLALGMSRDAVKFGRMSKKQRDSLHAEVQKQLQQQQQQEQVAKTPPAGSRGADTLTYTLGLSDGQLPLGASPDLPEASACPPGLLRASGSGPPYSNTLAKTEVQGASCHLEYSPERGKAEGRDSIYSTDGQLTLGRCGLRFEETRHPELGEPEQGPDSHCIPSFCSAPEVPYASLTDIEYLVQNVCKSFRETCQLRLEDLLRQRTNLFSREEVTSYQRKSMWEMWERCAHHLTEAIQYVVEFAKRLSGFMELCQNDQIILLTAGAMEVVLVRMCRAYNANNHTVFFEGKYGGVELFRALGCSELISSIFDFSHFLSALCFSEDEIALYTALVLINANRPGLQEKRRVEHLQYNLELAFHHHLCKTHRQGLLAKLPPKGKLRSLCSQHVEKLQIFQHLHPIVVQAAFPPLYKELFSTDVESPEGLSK
#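 Drosophila S2 cells stably expressing Gal4-DBD/mouse RORγ fusion under metallothionein promoter plus UAS-luciferase; compound 1 h, then 700 uM CuSO4 induction for 20 h at ambient temperature; inhibition read as reduced luminescence.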
# p53 reactivator = qHTS assay for re-activators of p53 using a Luc reporter; H1299 p53-A138V BP100-luciferase reporter, luminescence, 24 h; Potency, µM (top dose mostly 92.2 µM), for inactives: at the highest dose activity change, positive = activation, usual class: activators; actives 0.063% (n = 320,000); AID 504706, 2011; note: potency is the fitted concentration of half-maximal effect; % of control where 0% means no effect; nearly all actives have a fitted effect of over 45% in size
#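 p53-null H1299 cells stably carrying temperature-sensitive p53-A138V and a BP100-luciferase reporter were pinned with compounds (4-point, 1:5 series) and held 24 hrs at 37 deg C. Luminescence was read 10 min after detection reagent.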
# ELG1 genotoxic = qHTS screen for small molecules that induce genotoxicity in human embryonic kidney (HEK293T) cells expressing luciferase-tagged ELG1; HEK293T ELG1-luciferase reporter, luminescence, 16 h; AID 504466, 2011; actives 1.3% (n = 330,000); Potency, µM (highest dose often 46 µM), for inactives: at the highest dose activity change, positive = activation, most hits filed as activators; note: potency is the fitted concentration of half-maximal effect; % of control where 0% means no effect; nearly all actives have a fitted effect of over 60% in size
#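 Step 1: seed 2,000 HEK293T ELG1-luciferase cells per well. Step 2: add compound or DMSO, incubate 16 hr at 37 °C. Step 3: ONE-Glo, 30 min at room temperature, read luminescence.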
# TRPV1 ag = HTS Assay for Compounds that Act as Agonists of the Vanilloid Receptor 1. activation, % at 8.33 µM. Transient receptor potential cation channel subfamily V member 1 (Homo sapiens), Q8NER1. actives 0.19% (n = 320,000). TRPV1-expressing cells, Fluo-8 calcium influx, agonist mode; in the data active = activation above about 80%; inconclusive = between about 30% and that limit; note: 0% is about no effect
#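 TRPV1-expressing cells were cultured overnight at 35.5C and loaded with Fluo-8 calcium dye for 40 to 90 min at room temperature. After a 10 s baseline, compound was added and calcium influx was read kinetically for 3 min (ex 480/em 520 nm).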
# Gal4-VP16 FLuc = VP16 counterscreen qHTS for inhibitors of ROR gamma transcriptional activity | Drosophila S2 Gal4-VP16 UAS-luciferase, luminescence, 20 h | Potency, µM (doses to about 53.6 µM), without a hit: top-dose activity, negative = inhibition, hits mostly inhibitors | actives 3.5% (n = 310,000) | AID 2546, 2010;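 note: Gal4-VP16 expression switched on by copper sulfate through the metallothionein promoter; potency is the fitted concentration of half-maximal effect; % is set by controls: 0 for no effect and ±100 for the full control effect; nearly all actives have a fitted effect of over 50% in size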
# Tb PFK inh = qHTS Assay to Find Inhibitors of T. brucei phosphofructokinase; Potency, µM (doses to about 57.5 µM), for the others: top-dose activity, negative = inhibition, most hits filed as inhibitors; T. brucei PFK, ADP-Glo luminescence; AID 485367, 2010; actives 0.17% (n = 330,000);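 note: potency is the fitted concentration of half-maximal effect; 0% = uninhibited 1x PFK enzyme wells and -100% = no-enzyme wells; nearly all actives have a fitted effect of over 60% in size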
# Target sequence (O15648 whole entry, looked up): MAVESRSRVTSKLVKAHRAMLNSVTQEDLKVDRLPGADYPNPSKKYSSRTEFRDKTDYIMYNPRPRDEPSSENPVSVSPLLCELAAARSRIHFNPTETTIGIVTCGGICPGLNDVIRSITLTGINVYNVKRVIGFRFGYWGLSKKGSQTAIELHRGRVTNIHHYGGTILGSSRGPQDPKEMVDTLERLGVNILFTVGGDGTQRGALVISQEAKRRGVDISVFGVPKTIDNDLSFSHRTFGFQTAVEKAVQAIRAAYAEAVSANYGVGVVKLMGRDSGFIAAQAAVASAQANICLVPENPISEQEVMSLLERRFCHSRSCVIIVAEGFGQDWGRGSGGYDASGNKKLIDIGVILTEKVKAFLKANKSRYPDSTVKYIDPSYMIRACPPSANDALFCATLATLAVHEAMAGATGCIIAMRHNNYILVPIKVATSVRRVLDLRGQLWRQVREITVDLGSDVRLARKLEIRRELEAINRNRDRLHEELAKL
#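 Activity is normalized to no-enzyme wells (full inhibition) and 1.25 nM enzyme wells (no inhibition). Reaction: 0.5 mM F6P, 0.1 mM ATP, 45 min RT, ADP-Glo luminescence; concentration-response curves fitted and classed by quality.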
# FLuc modulator = qHTS profiling assay for firefly luciferase inhibitor/activator using purifed enzyme and Km concentrations of substrates (counterscreen for miR-21 project) | Potency, µM (top dose mostly 57.5 µM), for inactives: at the top dose activity change, negative = inhibition, most hits filed as inhibitors | actives 6.9% (n = 360,000) | Luciferin 4-monooxygenase (Photinus pyralis), P08659 | purified FLuc, Km substrates, luminescence inhibition | AID 588342, 2011;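 note: potency is the fitted concentration of half-maximal effect; plate controls were vehicle for no effect and reference inhibitor for full effect; nearly all actives have a fitted effect of over 55% in size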
#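 Purified P. pyralis luciferase (10nM final) with 10uM D-luciferin and 10uM ATP (Km levels) in 50mM Tris acetate pH 7.5, 10mM Mg acetate, 0.01% Tween-20, 0.05% BSA; qHTS 6-point titration, ~60 µM downward; luminescence read.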
# NPC1 promoter act = qHTS Assay for NPC1 Promoter Activators; Huh7 NPC1 promoter luciferase reporter, 24 h; Potency, µM (highest dose often 9.22 µM), without a hit: at the highest dose activation, most hits filed as activators; actives 2.4% (n = 320,000);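 note: potency is the fitted concentration of half-maximal effect; % of control where 0% means no effect; nearly all actives have a fitted effect of over 60% in size; reporter is driven by a mutant NPC1 promoter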
#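 Quantitative HTS used a cell-based reporter: Huh7 cells stably bearing the NPC1 promoter upstream of luciferase were treated with compounds for 24 h, and promoter activation was read as luminescence.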
# Starred values were filed as active, the others as inactive; ? = inconclusive; . = no result given; & = joins results of further samples; [ ] = another dose, or the depositor's remark. Unless noted, calls come from the whole dose curve; as a rule, active = well fitted curve in the direction sought with a large enough effect; inconclusive = small, poorly fitted or top-dose-only effect, or another doubt; inactive = no such curve, though single readings can be large; an effect the other way counts as inactive or inconclusive.
SMILES,Rab9 promoter act,ELG1 repair inh,BRCA1 expr act,RORgamma inh,p53 reactivator,ELG1 genotoxic,TRPV1 ag,Gal4-VP16 FLuc,Tb PFK inh,FLuc modulator,NPC1 promoter act
CCSCCOC(=O)C1=C(C)N(C)C(=O)NC1c1ccc2c(c1)OCO2 (configuration not stated),-1%,-16%,0%,9%,.,-2%,0,6%,-6%,-1%,-2%
Cc1ccc(N(CC(=O)NCCc2ccccc2)S(=O)(=O)c2c(C)noc2C)cc1,-3%,.,-2%,5%,19%,-10%,3,-7%,-5%,0%,11%
O=C(O)/C=C/c1ccc2ccccc2n1,1%,-24%,-51%,44%,?,-1%,-5,-5%,?,2%,-1%
COc1ccc2nc(N=NC3=C(O)CC(C)(C)CC3=O)sc2c1,3%,3%,-73%[inhibitor],11µM*,17%,17%,-5,?,0%,?,17%
COC(=O)c1c(-n2cnnn2)sc(C)c1C,8%,17%,8%,8%,-3%,2%,-1,-6%,2%,1%,-1%
COc1ccccc1N(CC(=O)NCCSCc1ccccc1Cl)S(C)(=O)=O,-5%,?,-5%&0%,21%,-6%,-15%,-4,-5%,-1%,-2%&-2%,-3%
O=C(CCc1nnc(COc2ccccc2)o1)NCc1ccccc1C(F)(F)F,0%,3%,7%,26%,5%,8%,1,25%,2%,-17%,2%
O=C(Cn1nnc(-c2ccc(Cl)cc2)n1)NC1CCN(Cc2ccccc2)CC1,0%,?,0%,4%,-21%,4%,-4,?,3%,6%,-3%
CCOc1ccccc1NC(=O)C(=O)N/N=C/c1cc(Br)ccc1O,-14%,?,-68%,1.8µM*,5%,?,8,?,-9%,-6%,-29%
CC(C)(C)C(=O)NN=C1CCC(c2ccccc2)CC1 (configuration not stated),12%,21%,0%,?,-1%,1%,12,2%,6%,2%,-5%

# The list goes on (two carried over from the part before).
SMILES,Rab9 promoter act,ELG1 repair inh,BRCA1 expr act,RORgamma inh,p53 reactivator,ELG1 genotoxic,TRPV1 ag,Gal4-VP16 FLuc,Tb PFK inh,FLuc modulator,NPC1 promoter act
CCOc1ccccc1NC(=O)C(=O)N/N=C/c1cc(Br)ccc1O,-14%,?,-68%,1.8µM*,5%,?,8,?,-9%,-6%,-29%
CC(C)(C)C(=O)NN=C1CCC(c2ccccc2)CC1 (configuration not stated),12%,21%,0%,?,-1%,1%,12,2%,6%,2%,-5%
O=C(CNC(=O)c1ccccc1O)N/N=C/c1ccccn1,?,8%,20%,-4%,25%,-1%,-1,0%,12%,-13%,2%
CCOC(=O)c1cnc(N)nc1C(F)(F)F,0%,-10%,25%,-6%,6%,9%,1,-10%,5%,-3%,-4%
CCOc1cc(N2CCOCC2)c(OCC)cc1NC(=O)c1[nH]c(C)c(C(C)=O)c1C,-2%,?,-21%,.,2%,14%,0,.,3%,1%,-8%
O=P(COCCOCP(=O)(c1ccccc1)c1ccccc1)(c1ccccc1)c1ccccc1,-2%,-14%,-14%,2%,0%,3%,0,-8%,-1%,0%,1%
O=C(CSCc1c(Cl)cccc1Cl)NCc1ccco1,-7%,2%,3%,40%,-6%,0%,1,?,-5%,-12%,-2%
COC(=O)c1c(NC(=O)CN2C(=O)NC3(CCCCC3C)C2=O)sc2c1CCC2 (configuration not stated),-9%,?,-13%,.,-10%,-1%,1,.,-3%,12%,-6%
Cc1cc2cc(C)c3nnc(SCC(=O)NCc4ccc5c(c4)OCO5)n3c2cc1C,1%,-23%,-1%[1.84 µM],-6%,-2%,0%,.,-3%,0%,5%,-2%
O=C(C1CCCO1)N1CCN(C(=S)Nc2ccc(F)c(Cl)c2)CC1 (configuration not stated),2%,-4%,0%,8%,-2%,-3%,-4,1%,3%,-2%,-1%
CCn1c(=O)n(-c2ccc(Cl)cc2)c(=O)c2c3c(sc21)COC(C)(C)C3,-4%,-21%,-3%,12%,2%,6%,17,1%,4%,0%,1%
CC(C)CC(NC(=O)OC(C)(C)C)C(=O)O (configuration not stated),2%,6%,-3%,17%,-1%,1%,2,-5%,2%,-3%,2%
CC(C)CN(C(=O)COC(=O)Cc1ccc(Cl)cc1)c1c(N)n(Cc2ccccc2)c(=O)[nH]c1=O,2%,-24%,-31%,.,1%,2%,3,.,0%,9%,1%
CCOc1ccc(NC(=O)N2CCc3ccccc3C2)cc1,?,?,59%,3%,20%,?,?,17%,0%,?,?
CCNC(=O)CNC(=O)c1nn(Cc2ccccc2)c(=O)c2ccccc12,0%,-1%,-6%,1%,-4%,-3%,-3,1%,-2%,1%,3%
Cc1cccc(C)c1NC(=O)CNC(=O)Cn1nc(C)c(C)c(C#N)c1=O,-9%,0%,4%,.,-1%,0%,-3,.,3%,0%,8%
CCOc1ccc(NC(=O)c2cc(S(=O)(=O)N3CCCCC3)c[nH]2)cc1,-7%,2%,-18%,-9%,5%,-1%,2,-6%,-5%,-2%&-4%,-5%
Cc1cc(C)nc(SC2CC(=O)N(c3ccc(Cl)cc3)C2=O)n1 (configuration not stated),-5%,7%,-18%,14µM*,.,0%,13,-86%,-2%,-1%,-5%
O=C(CN1CCCCCC1)Nc1cccc(Br)c1,0%,?,17%,-11%,-2%,0%,10,-4%,-4%[0.46 µM],0%,-3%
CCC(C)c1c(O)nc(SCC(=O)N2CCOCC2)[nH]c1=O (configuration not stated),3%,1%,8%,-27%,14%,-1%,-3,-2%,3%,3%,0%
COc1ccccc1Nc1nc(Cl)nc(NC(C)(C)C)n1,9%,9%,1%,5%,6%,-6%,3,4%,2%,?,0%
CSc1nc2nc3c(cc2c(=O)n1-c1ccccc1)COC(C)(C)C3,-9%,-3%,-9%,3%,-3%,-5%,2,2%,0%,-4%,-9%
COc1cc(C)c(S(=O)(=O)NOCc2ccccc2)c(C)c1C,0%,.,-13%,8%,.,-3%,19,-16%,-2%,14%,-6%
C#CC[N+]1(CC#Cc2ccccc2)CCCCC1,2%,-4%,-3%,-7%,-1%,10%,-1,8%,-1%,3%,0%
O=C(CNCc1ccc(F)cc1)Nc1ccccc1-c1ccccc1,3%,-7%,-34%,8%,-2%,-3%,-1,-7%,5%,3%,0%
C/C=C/C=C/C(=O)[C@@H]1[C@@H]([C@]2(C)OC(=O)C(C)=C2O)[C@H]2/C(=C(O)/C=C/C=C/C)C(=O)[C@]1(C)C(=O)C2(C)O (some centres not stated),2%,2%,2%,-27%,15%,10%,-3,-2%,-13%,-1%,7%
Cc1ccc2nc3c(cc2c1)c(NC(=O)c1cccnc1)nn3C,-3%,-19%,2%,21%,0%,6%,10,-3%,3%,?,0%
N#Cc1c(NC(=O)c2ccc(Br)o2)n(-c2ccccc2)c2nc3ccccc3nc12,0%,?,-36%,-6%,2%,-3%,0,-2%,2%,1%,3%
CCOc1ccccc1NC(=O)NNC(=O)CCc1ccc(OC)cc1,4%,8%,0%,-21%,-1%,0%,-7,11%,-2%,1%,-3%
COc1ccc2nc(C)cc(SCC(=O)Nc3c(C)cc(C)cc3C)c2c1,-1%,4%,-9%,-18%,-3%,4%,.,3%,3%,-1%,-2%
Oc1ccc(N2CCN(C(c3ccncc3)c3nnnn3C3CCCC3)CC2)cc1 (configuration not stated),5%,2%,-13%,-14%,-6%,1%,6,3%,-10%,-2%,-1%
Cc1c(C(=O)OCC(=O)NC(=O)NC2CCCCC2)cccc1[N+](=O)[O-],.,-6%,-17%,.,-3%,2%,.,.,1%,.,.
COc1ccc(-c2c(O)c(C#N)c(-c3ccccc3)n(-c3ccc(OC)cc3)c2=O)cc1,-6%,-6%,-39%,-7%,0%,-1%,-2,?,0%,3%,-5%
CCN1CCN(CC(=O)N2N=C(c3ccc(OC)cc3)CC2c2ccc(OC)cc2)C(=O)C1=O (configuration not stated),5%,-13%,-3%,24%,1%,7%,5,-6%,2%,-2%,-2%
CCOC(=O)c1ccc(N/C=C2\CCCCC2=O)cc1,2.5µM*,?,?,-15%,?,2.3µM*,?,-7%,2%,2.7µM*,4µM*
